Source: PubChem BioAssay (Southern Research Specialized Biocontainment Screening Center)
influenza NS1A = H1N1 influenza NS1A inhibitors, functional cell based assay (AID 504329). NS1A functional cell-based assay, percent inhibition; higher % means a stronger effect. one-dose inhibition, % at 12.5 µM; IC50 in µM for titrated hits. 340,000 compounds, 0.3% hits; in the data active means a potency from the dose series; inconclusive means inhibition above about 27% without an active follow-up result; further: strong numbers were not always called active
tuberculosis growth = growth inhibition of non-replicating M. tuberculosis (AID 488890) | Mycobacterium tuberculosis non-replicating, growth inhibition; higher % means a stronger effect | one-dose inhibition, % at 25 µM; IC50 in µM for titrated hits | 320,000 compounds, 0.39% hits; in the data active means a potency from the dose series; inconclusive means inhibition mostly from about 82% at the one dose, without a potency; inactive means the rest, 99 in 100 with inhibition below about 76%;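 further: plate controls were DMSO cells for no effect and high antibiotic wells for full effect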
PhoP GFP inhibition = PhoP regulon inhibitors, Salmonella typhi PhoP promoter GFP reporter, confirmatory (AID 1850). Salmonella Typhi PhoP-promoter GFP reporter, fluorescence, 4 h; higher % means a stronger effect. inhibition, % at 50 µM; hits with a dose series show IC50 in µM. 310,000 compounds, 0.33% hits; in the data active means a potency from the dose series; inconclusive means inhibition mostly from about 25% at the one dose, without a potency; inactive means the rest, 99 in 100 with inhibition below about 19%;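 further: 0% = induced wells with vehicle and 100% = uninduced wells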
H37Rv inhibition = M. tuberculosis growth inhibition, HTS (AID 449762) | M. tuberculosis H37Rv growth inhibition, 7H9 media; higher % means a stronger effect | inhibition, % at 25 µM, or IC50 in µM where a hit was titrated | 330,000 compounds, 0.59% hits; in the data active means a potency from the dose series; inconclusive means inhibition above about 70% without an active follow-up result;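 further: bacterial growth assessed after seven days of incubation; strong numbers were not always called active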
VEEV TC-83 Vero = inhibitors of VEEV TC-83 cytopathic effect, confirmation, Vero cells (AID 588727); 350,000 compounds, 0.13% hits; inhibition, % at 20 µM; hits with a dose series show IC50 in µM; Vero cells, VEEV TC-83 cytopathic effect inhibition; higher % means a stronger effect; in the data active means a potency from the dose series; inconclusive means inhibition mostly from about 14% at the one dose, without a potency; inactive means the rest, 99 in 100 with inhibition below about 12%; further: strong numbers were not always called active
VEEV TC-83 Vero 10K pilot screen = also measured in VEEV TC-83 Vero; calls as there; inhibition, %; measured here: 10K pilot screen inhibition
The depositor's hits bear a star; i = inactive; ? = inconclusive; . = no result given.

SMILES	influenza NS1A	tuberculosis growth	PhoP GFP inhibition	H37Rv inhibition	VEEV TC-83 Vero	others
CCOC(=O)c1[nH]ncc1[C@@H]1C[C@H]2CN(Cc3cccc(Cl)c3)C(=O)[C@]23CCCN13	-4%	6%	-5%	-4%	0.9%
COCCCNc1nc2ccccc2nc1NS(=O)(=O)c1ccc(F)cc1	-24%	2%	11%	4%	1.4%
C=CC[C@@H](Cc1ccc(F)cc1)C(=O)OC[C@H]1CCCN1C(=O)[C@@H](CC=C)CC(=O)N[C@H](CO)Cc1ccccc1	-1%	39%	.	10%	2.2%
COc1ccc(N2CCN(C(=O)NCc3ccc(OC)c(Cl)c3)CC2)cc1	4%	8%	-5%	4%	i
N/C(=N\OC(=O)c1ccc([N+](=O)[O-])cc1)c1ccc(Br)cc1	0%	?	-3%	66%	0.4%
NS(=O)(=O)c1ccc(N2N=C(c3ccccc3)CC2c2ccc(F)cc2)cc1 (stereo not drawn)	-19%	18%	-5%	13%	5.5%
Cc1ccc(NC(=O)C(=O)NCC2CCCO2)cc1 (stereo not drawn)	5%	62%	4%	9%	i	VEEV TC-83 Vero 10K pilot screen=0.8
O=Cc1ccccc1OS(=O)(=O)c1ccccc1	1%	-14%	-10%	-6%	1.0%
COc1ccc(Cn2cc(F)c(=O)n(CCC(C)C)c2=O)cc1[N+](=O)[O-]	-58%	5%	6%	0%	6.4%	VEEV TC-83 Vero 10K pilot screen=0.1
CC1=NN(c2ccccc2)C(=O)C1C(=O)c1cc([N+](=O)[O-])cc([N+](=O)[O-])c1 (stereo not drawn)	0%	4%	8%	-5%	1.4%
CCOC(=O)/C=C/C(=O)Nc1nccs1	9%	?	11%	39%	i	VEEV TC-83 Vero 10K pilot screen=4.3
COc1ccccc1NC(=O)c1ccc(S(=O)(=O)N(C)c2ccccc2OC)cc1	5%	12%	.	8%	9.7%
O=C(NCCc1ccccc1)C1CCN(C(=O)c2ccc([N+](=O)[O-])cc2)CC1	-1%	-7%	-6%	-7%	0.7%
CN(C)S(=O)(=O)c1cc(NC(=O)COC(=O)CCSc2ccc(Cl)cc2)ccc1Cl	-4%	5%	0%	-12%	1.0%
c1csc(-c2nnc3ccccn23)c1	5%	-6%	1%	-5%	1.9%

Molecules listed so far containing an aryl methoxy group (three):
SMILES	influenza NS1A	tuberculosis growth	PhoP GFP inhibition	H37Rv inhibition	VEEV TC-83 Vero	others
COc1ccc(N2CCN(C(=O)NCc3ccc(OC)c(Cl)c3)CC2)cc1	4%	8%	-5%	4%	i
COc1ccc(Cn2cc(F)c(=O)n(CCC(C)C)c2=O)cc1[N+](=O)[O-]	-58%	5%	6%	0%	6.4%	VEEV TC-83 Vero 10K pilot screen=0.1
COc1ccccc1NC(=O)c1ccc(S(=O)(=O)N(C)c2ccccc2OC)cc1	5%	12%	.	8%	9.7%

More structures follow:
SMILES	influenza NS1A	tuberculosis growth	PhoP GFP inhibition	H37Rv inhibition	VEEV TC-83 Vero	others
COc1cccc(N2CCN(C(=O)CCc3nnc4ccc(N5CCOCC5)nn34)CC2)c1	9%	-5%	2%	-10%	1.2%
O=C(c1nn2c(C(F)(F)F)cc(-c3cccs3)nc2c1Cl)N1CCCc2ccccc21	0%	9%	-3%	-5%	9.2%
CC(C)(C)NC(=S)Nc1cccc(C(F)(F)F)c1	-5%	36%	5%	-8%	i
CN(CC(=O)Nc1ccc(F)cc1)C(=O)COC(=O)c1cc(Br)c(Br)s1	0%	.	.	.	3.1%
N#Cc1c(NC(=O)COC(=O)c2ccc(S(=O)(=O)N3CCCC3)cc2)sc2c1CCCCC2	-2%	-11%	-9%	-6%	0.6%
Cc1ccc(NC(=O)C(=O)Nc2ccccn2)cc1	-9%	25%	-5%	2%	1.5%
Cc1ccc(-c2nc(SCC(=O)NCC3CCCO3)c(-c3ccc(C)cc3)[nH]2)cc1 (stereo not drawn)	25%	-3%	-3%	-6%	2.9%	VEEV TC-83 Vero 10K pilot screen=2.5
CSc1ncccc1C(=O)OCC(=O)NCc1ccc2c(c1)OCO2	-2%	-8%	-8%	-3%	0.0%
CCOC(=O)[C@H]1[C@H]2COc3ccc(Cl)cc3[C@@H]2N2C(=O)[C@@H](C)NC(=O)[C@@]12C	-21%	8%	.	-5%	0.6%
COc1ncccc1C(=O)N1CCCC(N2CCN(c3cccc(Cl)c3)CC2)C1 (stereo not drawn)	-4%	-14%	-7%	-8%	7.2%
Cn1cc(C(=O)Nc2ccc(Cl)c(Cl)c2)cn1	6%	-21%	7%	-7%	0.6%
NCCCC[C@H]1CNC(=O)C(=O)N1CCCCC1CCCCC1	-1%	1%	4%	-1%	i
COc1ccc(CCNC(=S)Nc2cccc(C)c2C)cc1	5%	72%	6%	-14%	5.0%
CCn1c(SCC(=O)N(C)C)nc2cc(S(=O)(=O)N3CCCCC3)ccc21	-5%	-1%	8%	-4%	0.1%
Nc1ccccc1OCCOCCOc1ccccc1N	10%	28%	1%	-3%	1.4%
COc1ccc(C(O)P(=O)(OC(C)C)OC(C)C)cc1OC (stereo not drawn)	-13%	-1%	-14%	-12%	i
CCOC(=O)C1(Cc2ccc(Cl)cc2)CCN(C(=O)CCc2ccncc2)CC1	-4%	36%	-11%	4%	0.3%
O=S(=O)(Nc1ccc(-n2cccc2)cc1)c1ccc(Cl)c(Cl)c1	1%	13%	-4%	-2%	0.2%
CC(/C=N\Nc1nnc2c(n1)[nH]c1c(C)cccc12)=C\c1ccco1	-5%	-9%	-6%	0%	0.3%
COc1ccc(Cc2nc3ccc(C(=O)NCc4cc(C)no4)cc3o2)cc1	-3%	10%	-7%	-8%	6.2%
Cc1cccc([C@@H]2[C@@H]3C(=O)N(Cc4ccccc4)C(=O)[C@@H]3[C@]3(C)C(=O)N(c4ccc(Br)cc4)C(=O)N23)c1	-8%	34%	4%	6%	7.1%
Cn1cnc([N+](=O)[O-])c1SCC(O)CN1CCCCC1 (stereo not drawn)	6%	-34%	0%	-3%	0.1%
O=C(Nc1ccc(N2CCN(C(=O)c3ccco3)CC2)cc1)C(c1ccccc1)c1ccccc1	4%	52%	-5%	12µM*	i
CCOC(=O)C1Cn2c(nc3c(c2=O)C(C)(C)Cc2ccccc2-3)S1 (stereo not drawn)	1%	5%	-3%	1%	i
O=C(NC1CCCCC1)C(c1cccs1)N(Cc1cccs1)C(=O)c1cccs1 (stereo not drawn)	0%	43%	-3%	7%	i
CCOC(=O)C(CC)n1cnc2c(nnn2-c2ccc(OC)cc2)c1=O (stereo not drawn)	-2%	12%	-10%	2%	1.2%
O=C(c1ccc2ccccc2c1)N1CCN(c2ccc(O)cc2)CC1	5%	38%	-5%	-1%	7.6%
CC(C(=O)N1CCc2ccccc21)N1CCN(c2cccc(C(F)(F)F)c2)CC1 (stereo not drawn)	-1%	25%	8%	8%	0.4%
COc1cc(Br)c(S(=O)(=O)Nc2c(C)n(C)n(-c3ccccc3)c2=O)cc1OC	-19%	-5%	-13%	-11%	0.5%
O=C1[C@H]2CCC=C[C@H]2[C@H](c2ccccc2Br)N1Cc1ccccc1	-24%	.	.	.	i

2 records drawn at random from the list so far, as already listed:
SMILES	influenza NS1A	tuberculosis growth	PhoP GFP inhibition	H37Rv inhibition	VEEV TC-83 Vero	others
COc1ccc(Cc2nc3ccc(C(=O)NCc4cc(C)no4)cc3o2)cc1	-3%	10%	-7%	-8%	6.2%
Cn1cnc([N+](=O)[O-])c1SCC(O)CN1CCCCC1 (stereo not drawn)	6%	-34%	0%	-3%	0.1%

The list goes on:
SMILES	influenza NS1A	tuberculosis growth	PhoP GFP inhibition	H37Rv inhibition	VEEV TC-83 Vero	others
O=C(O)C1CCCN1C(=O)C12CC3CC(CC(C3)C1)C2 (stereo not drawn)	-6%	3%	1%	1%	0.8%
C/C(CC(=O)Nc1cc(C)ccn1)=N\NC(=O)C(=O)Nc1cccc(C)c1	-2%	-4%	12%	54%	10%
Cc1nc(N2CCN(c3ccccn3)CC2)c2c(C)c(C(=O)N3CCN(c4ccccc4F)CC3)sc2n1	8%	25%	-7%	62%	11%
C#CCOCCOCCOCCNc1nc(N2CCN(C(=O)[C@H](CCC(=O)O)n3cc(C(N)CO)nn3)CC2)nc(N2CCN(C(=O)[C@H](Cc3ccc(O)cc3)n3cc(C(N)CC(C)C)nn3)CC2)n1 (stereo partly drawn)	.	8%	-11%	-2%	.
Cc1cccc(NC(=S)NCCc2ccc3c(c2)OCCO3)c1C	3%	78%	7%	0%	2.0%
CC(=O)Nc1ccc(OCc2nnc(-c3ccccc3)o2)cc1	-1%	3%	12%	-2%	1.4%
CCN(C(=O)C1CCN(c2nc(-c3ccc(OC)cc3)no2)CC1)c1ccccc1	7%	25%	-6%	3%	3.2%	VEEV TC-83 Vero 10K pilot screen=1.3
COC(=O)c1ccc(C23CC4(C2)[C@H](CN(CC2CCCCC2)[C@@H]4c2ccccc2)C3c2ccccc2)cc1 (stereo partly drawn)	10%	62%	-17%	54%	i
CCOc1ccc(OCC)c(NC(=O)CCNS(=O)(=O)c2cc(Br)cnc2N)c1	1%	12%	-3%	-8%	1.5%
O=C(N=C1SC2CS(=O)(=O)CC2N1CCc1ccccc1)C1CCCCC1 (stereo not drawn)	4%	-21%	5%	-1%	9.5%
Cn1c(N)c(C(=O)COC(=O)Cc2c(F)cccc2Cl)c(=O)n(C)c1=O	-6%	6%	.	-10%	2.3%
CC(=O)NCCc1nc2ccccc2n1CCOc1ccc(C)cc1	6%	9%	2%	7%	i
Cc1cc(C)nc(NC2=NCC(=O)N2c2cc(Cl)cc(Cl)c2)n1	22%	.	-17%	41%	2.5%
Cc1ccc2c(c1)CC1(CN2C)C(=O)NC(=O)N(c2ccccc2C)C1=O (stereo not drawn)	-6%	19%	-11%	5%	9.2%
CC(Sc1nnc(-c2ccccc2F)n1C1CC1)C(=O)N1CCCC1 (stereo not drawn)	0%	-8%	.	-4%	i
CCN(CC)CCCN(C(=O)c1ccc(Br)cc1)c1nc(-c2ccc(OC)cc2)cs1	15%	74%	-3%	?	1.9%
COc1ccccc1C(=O)NN(C)C1=NS(=O)(=O)c2ccccc21	-42%	-7%	6%	0%	0.3%
COc1nc(Nc2cccc(C)c2)nc(N2CCCCC2)n1	-2%	18%	4%	-1%	i
Cc1cnn(-c2cc(Oc3ccccc3)ncn2)c1	13%	64%	-9%	70%	i
Cc1ccc(OCCCC(=O)NC(C)c2ccccc2)cc1 (stereo not drawn)	-2%	27%	6%	-2%	0.5%
CCOC(=O)C1=C(CC)Nc2ccccc2N=C1NC(=O)c1ccc(S(=O)(=O)N(C)C)cc1	20%	11%	2%	-1%	6.7%
Cc1ccc(Cc2nc(-c3ccncc3)no2)cc1	-2%	?	-9%	5%	i
CCCn1c2c(c(O)c(C(=O)NCc3ccccc3)c1=O)CCCC2	5%	12%	-2%	9%	8.3%
O=C(CCc1nc2ccccc2s1)N1CCN(c2ccccc2)CC1	-4%	34%	4%	1%	9.4%
Cc1ccc(C(C)(C)C)c(OCCCn2ccnc2)c1	3%	?	2%	?	i
CC(=O)OCCCNc1cc(Sc2ccc(Cl)cc2)c2nonc2c1[N+](=O)[O-]	7%	57%	-20%	13%	0.4%
CS(=O)(=O)N1CCC(C(=O)Nc2ccc(C(F)(F)F)cc2)CC1	-1%	-11%	1%	-6%	1.6%
O=C(c1cccc(S(=O)(=O)N2CCOCC2)c1)N(CCc1ccccc1)Cc1ccccc1	-9%	21%	.	-1%	7.2%
Cc1cc(C)c(C#N)c(Cl)n1	-9%	18%	-2%	7%	2.1%
O=C(NCc1nc2ccccc2[nH]1)C1=C[C@@H](C2CC2)C[C@@H](OCc2ccc(CO)cc2)O1	3%	18%	-1%	-1%	i
O=C(CSc1cccc[n+]1[O-])Nc1ccc([N+](=O)[O-])cc1Cl	5%	-9%	-11%	1%	0.8%
CCOC(=O)C(=CNc1ccc(N2CCCCC2)c(S(=O)(=O)Nc2ccccc2OC)c1)C(=O)OCC	-11%	.	.	.	2.1%
Cc1cccc(OCc2nnc(SCCC(=O)O)n2-c2ccccc2)c1	-2%	-38%	1%	-1%	i
COCCN1CCN(C(=O)c2cc(COc3ccc(F)cc3F)on2)CC1	1%	-14%	-3%	-6%	3.6%
CC(C)NC(=O)Nc1cccs1	10%	-6%	-1%	2%	0.7%
O=C(NCC(c1ccco1)N1CCc2ccccc21)c1ccccc1Cl (stereo not drawn)	-7%	6%	-2%	14%	2.0%
COc1cc(NC(=O)c2ccc3c(c2)OCCO3)ccc1NC(=O)c1ccco1	-7%	2%	-4%	2%	0.2%
Cc1cccc(NC(=O)C2NC(=O)CC2c2ccccc2)c1C (stereo not drawn)	10%	3%	-9%	-4%	i
CCOC(=O)N1CCC(NS(=O)(=O)c2ccc(C)cc2)CC1	.	-3%	8%	8%	0.8%
